FEN1 inhibitor = human FEN1 inhibition | P39748 | Recombinant FEN1 flap cleavage, fluorescence, 15 min | Potency, µM (titrated, usually from 114 µM), for inactives: top-dose activity change, negative = inhibition, usual class: inhibitors | actives 0.35% (n = 390,000); note: nearly all actives have a fitted effect of over 65% in size
Target sequence (P39748 whole entry, looked up): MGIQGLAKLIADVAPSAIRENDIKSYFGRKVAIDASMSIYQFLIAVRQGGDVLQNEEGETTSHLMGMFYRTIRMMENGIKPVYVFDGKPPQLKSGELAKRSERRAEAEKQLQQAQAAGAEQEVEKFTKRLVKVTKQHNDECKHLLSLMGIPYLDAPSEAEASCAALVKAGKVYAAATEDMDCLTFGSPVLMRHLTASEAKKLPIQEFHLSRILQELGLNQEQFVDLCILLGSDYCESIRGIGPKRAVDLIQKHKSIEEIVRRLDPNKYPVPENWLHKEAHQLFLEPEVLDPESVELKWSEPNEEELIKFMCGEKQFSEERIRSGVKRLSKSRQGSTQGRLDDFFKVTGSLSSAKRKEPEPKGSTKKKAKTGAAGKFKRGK
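Nuclease activity of 10 nM FEN1 was measured after 15 min of room-temperature exposure to titrated compounds, by adding 50 nM flap substrate and reading plates at 0 and 15 min.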
N370S GC mod = inhibits or activates N370S mutant glucocerebrosidase | N370S GC spleen homogenate, 4MU-glucoside fluorescence | P04062 | Potency, µM (series often up to 59.4 µM), for the others: at the top dose activity change, negative = inhibition, most hits filed as inhibitors | actives 0.092% (n = 330,000);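 note: 0% = full enzyme activity and -100% = no enzyme basal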
TDP1 inh = blocks human tyrosyl-DNA phosphodiesterase 1; Q9NUW8; recombinant TDP1, AlphaScreen DNA substrate cleavage; Potency, µM (highest dose often 130 µM), for the others: top-dose activity change, negative = inhibition, usual class: inhibitors; actives 0.28% (n = 350,000); note: nearly all actives have a fitted effect of over 40% in size
Target sequence (Q9NUW8 whole entry, looked up): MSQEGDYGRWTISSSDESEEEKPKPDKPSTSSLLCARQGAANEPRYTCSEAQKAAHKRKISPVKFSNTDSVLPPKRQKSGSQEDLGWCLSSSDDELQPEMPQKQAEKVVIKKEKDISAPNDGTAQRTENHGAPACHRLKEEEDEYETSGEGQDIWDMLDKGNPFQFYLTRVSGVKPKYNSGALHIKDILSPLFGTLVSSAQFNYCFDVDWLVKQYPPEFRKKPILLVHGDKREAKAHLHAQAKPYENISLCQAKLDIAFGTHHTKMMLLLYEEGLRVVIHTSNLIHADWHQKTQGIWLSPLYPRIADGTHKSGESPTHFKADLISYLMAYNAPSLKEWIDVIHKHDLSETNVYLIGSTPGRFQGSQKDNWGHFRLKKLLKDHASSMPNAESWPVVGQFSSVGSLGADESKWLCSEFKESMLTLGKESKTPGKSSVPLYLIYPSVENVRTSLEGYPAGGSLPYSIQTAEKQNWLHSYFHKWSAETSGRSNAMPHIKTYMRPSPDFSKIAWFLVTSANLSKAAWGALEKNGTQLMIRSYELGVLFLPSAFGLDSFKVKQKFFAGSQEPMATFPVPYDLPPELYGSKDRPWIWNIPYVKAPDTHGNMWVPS
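Here, a 5' biotin and 3' phosphotyrosine-FITC DNA oligonucleotide reports Tdp1 activity: intact substrate bridges AlphaScreen beads, while cleavage leaves a 3' phosphate and drops signal. All incubations at room temperature.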
An asterisk follows results filed as active; ? = inconclusive; . = not tested or not shown; & = joins results of further samples; [ ] = dose if it differs, or a comment. Calls come from the whole dose curve; as a rule, active = well fitted curve in the direction sought with a large enough effect; inconclusive = small, poorly fitted or top-dose-only effect, or another doubt; inactive = no such curve, though single readings can be large; an effect the other way counts as inactive or inconclusive. Unless noted, % is set by controls: 0 for no effect and ±100 for the full control effect; potency is the fitted concentration of half-maximal effect.

SMILES	FEN1 inhibitor	N370S GC mod	TDP1 inh
CN(C)C(/C=C/Nc1ccc(Br)cc1)=C(C#N)C#N	6%	-7%	.
Cc1ccc(CNC(=O)c2ccc(N3CCC4(CC3)CC(c3ccccc3)=NO4)c(NC(=O)c3ccccc3)c2)cc1	-10%	-17%	-5%
Cc1ccc(NC(=O)COC(=O)c2ccc(F)cc2Cl)c(Br)c1	-14%	-11%	-4%
Cc1cc(C)cc(OCC(=O)NC(C)c2ccccc2)c1 (stereo not given)	3%	-4%	.
CNc1cncc(C(=O)O)c1	18%	-1%	-2%
COC(=O)c1ccc(Cn2nnc3c(=O)[nH]c(C4CCCN(S(=O)(=O)c5ccc(C)cc5)C4)nc32)cc1 (stereo not given)	-3%	-4%	-11%
NCCC[C@@H](CC(=O)N[C@@H]1CCCC[C@H]1C(=O)N[C@H](CC(=O)N[C@@H](CCC(=O)O)CC(=O)O)Cc1c[nH]c2ccccc12)NC(=O)C[C@H](Cc1c[nH]c2ccccc12)NC(=O)[C@@H]1CCCC[C@H]1N	.	-5%	4%
Cc1ccc(C(=O)NCC(c2cccnc2)N2CCc3ccccc32)cc1C (stereo not given)	0%	.	0%
CCN(c1ccccc1)S(=O)(=O)c1ccc(OC)c(NC(=O)CNCCc2ccccc2)c1	-14%	-10%	-8%
O=C(N/N=C/c1cccnc1)C(O)c1ccccc1 (stereo not given)	18%	-3%	5%
CCc1nnc(NC(=O)COc2ccc([N+](=O)[O-])cc2)s1	-2%	-10%	2%
COc1ccc(OCC(=O)Nc2c(C(=O)N3CCN(c4ccccc4)CC3)oc3ccccc23)cc1	8%	.	-3%
Cc1cccc(NC(=O)CN2C(=O)c3cccnc3Oc3ccc(Cl)cc32)c1C	5%	.	5%
Cc1ccc(S(=O)(=O)Cc2ccc(C(=O)NCCc3ccc(Cl)cc3)o2)cc1	0%	.	-2%
Cc1cc(C)cc(N(CC(=O)NCc2ccco2)S(=O)(=O)c2ccccc2)c1	3%	-4%	11%
CC(C)(C)c1ccc(Cn2nnc3c(=O)[nH]c(C4CCCN(C(=O)c5cccs5)C4)nc32)cc1 (stereo not given)	-4%	-2%	.
CC(=O)Nc1ccc(SCC(=O)NCC2(N3CCCCC3)CCCCC2)cc1	1%	.	2%
COc1ccc(S(=O)(=O)Nc2ccccc2C(=O)N2CCOCC2)cc1OC	11%	-1%	.
Cc1cc(C)cc(NS(=O)(=O)c2csc(C(N)=O)c2)c1	-16%	0%	.
Cc1cc(NC(=O)COC(=O)C(C)Oc2ccc(Cl)cc2Cl)no1 (stereo not given)	-5%	-7%	.
COc1cccc2cc(C(C)N(CCCN3CCOCC3)C(=S)Nc3cccc(C)c3C)oc12 (stereo not given)	-4%	?	8%
Cc1c(C(=O)OCc2ccccc2)[nH]c2c1C(=O)CC(c1ccc(N(C)C)cc1)C2 (stereo not given)	13%	.	2%
COc1cccc(CNC(=O)C2CCCN(S(=O)(=O)c3cccc4nonc34)C2)c1 (stereo not given)	-17%	-1%	4%
COc1ccc(CCC(C(O)C(F)(F)F)S(=O)c2ccccc2)cc1 (stereo not given)	6%	0%	10%
COC(=O)NC(c1ccccc1)c1c[nH]c2ccccc12 (stereo not given)	.	4%	5%
CCn1c(N2CCN(Cc3ccc([N+](=O)[O-])cc3)CC2)nc2ccccc21	-14%	1%	-12%
NC(=O)CNCCC(c1ccccc1)c1ccccc1	0%	-1%&-1%&-23%	9%[56.1 µM]
CCOC(=O)C1(Cc2ccc(OC)cc2)CCN(C(=O)C2CCCO2)CC1 (stereo not given)	7%	1%	3%
CCC(=O)N1c2ccccc2CC1C(=O)NCc1ccccc1C (stereo not given)	-2%	.	-4%
NC(=O)c1cc(Cl)ccc1OCC(=O)N1CCCc2ccccc21	11%	?	-8%
COc1ccccc1-c1oc2ccccc2c1C#CCCCCO	0%	.	-7%
Cc1ccc(NC(=O)COC(=O)CCn2c(C)csc2=O)c([N+](=O)[O-])c1	-2%	0%	0%
N#CC1=C(N)NC(SCc2ccc(Cl)cc2)=C(C#N)C12CCCCC2	-22%	2%	5%
C1CCC[C@H]2CCCN3CC[C@H](CCCCCC[C@@H]4CCCN5CC[C@H](CC1)OC45)OC23	.	-1%	1%
Cc1ccc(S(=O)(=O)N2CCN(C(=O)COC(=O)c3cccnc3Cl)CC2)c(C)c1	-5%	.	0%
Cn1cnnc1SCC(=O)Nc1ccc(F)cc1F	13%	1%	-2%
O=C(c1cccc(F)c1)N1CCN(S(=O)(=O)Cc2ccccc2)CC1	-14%	-10%	2%
Cc1cccc(NC(=O)CCN2CCCC(C)C2)c1 (stereo not given)	7%	-4%	3%
CCOc1ccc2[nH]c(=O)c(CN(CCO)C(=O)c3ccc(OC)c(OC)c3)cc2c1	-5%	11%	3%
CCOC(=O)c1c(NC(=O)CSc2ncccn2)sc2c1CCN(Cc1ccccc1)C2	0%	-5%	5%

Sorted by SMILES length (largest number first): part of the list above.
SMILES	FEN1 inhibitor	N370S GC mod	TDP1 inh
Cc1ccc(CNC(=O)c2ccc(N3CCC4(CC3)CC(c3ccccc3)=NO4)c(NC(=O)c3ccccc3)c2)cc1	-10%	-17%	-5%
COC(=O)c1ccc(Cn2nnc3c(=O)[nH]c(C4CCCN(S(=O)(=O)c5ccc(C)cc5)C4)nc32)cc1 (stereo not given)	-3%	-4%	-11%
C1CCC[C@H]2CCCN3CC[C@H](CCCCCC[C@@H]4CCCN5CC[C@H](CC1)OC45)OC23	.	-1%	1%
Cc1ccc(S(=O)(=O)N2CCN(C(=O)COC(=O)c3cccnc3Cl)CC2)c(C)c1	-5%	.	0%
CCOc1ccc2[nH]c(=O)c(CN(CCO)C(=O)c3ccc(OC)c(OC)c3)cc2c1	-5%	11%	3%
COc1cccc2cc(C(C)N(CCCN3CCOCC3)C(=S)Nc3cccc(C)c3C)oc12 (stereo not given)	-4%	?	8%
Cc1ccc(NC(=O)COC(=O)CCn2c(C)csc2=O)c([N+](=O)[O-])c1	-2%	0%	0%
CCOC(=O)c1c(NC(=O)CSc2ncccn2)sc2c1CCN(Cc1ccccc1)C2	0%	-5%	5%
Cc1cc(C)cc(N(CC(=O)NCc2ccco2)S(=O)(=O)c2ccccc2)c1	3%	-4%	11%
Cc1cccc(NC(=O)CN2C(=O)c3cccnc3Oc3ccc(Cl)cc32)c1C	5%	.	5%
CCOC(=O)C1(Cc2ccc(OC)cc2)CCN(C(=O)C2CCCO2)CC1 (stereo not given)	7%	1%	3%
CC(=O)Nc1ccc(SCC(=O)NCC2(N3CCCCC3)CCCCC2)cc1	1%	.	2%
Cc1ccc(C(=O)NCC(c2cccnc2)N2CCc3ccccc32)cc1C (stereo not given)	0%	.	0%
Cc1cc(NC(=O)COC(=O)C(C)Oc2ccc(Cl)cc2Cl)no1 (stereo not given)	-5%	-7%	.
Cc1ccc(NC(=O)COC(=O)c2ccc(F)cc2Cl)c(Br)c1	-14%	-11%	-4%
Cc1cc(C)cc(NS(=O)(=O)c2csc(C(N)=O)c2)c1	-16%	0%	.
CN(C)C(/C=C/Nc1ccc(Br)cc1)=C(C#N)C#N	6%	-7%	.
COC(=O)NC(c1ccccc1)c1c[nH]c2ccccc12 (stereo not given)	.	4%	5%
Cc1cc(C)cc(OCC(=O)NC(C)c2ccccc2)c1 (stereo not given)	3%	-4%	.
COc1ccccc1-c1oc2ccccc2c1C#CCCCCO	0%	.	-7%
NC(=O)CNCCC(c1ccccc1)c1ccccc1	0%	-1%&-1%&-23%	9%[56.1 µM]
Cn1cnnc1SCC(=O)Nc1ccc(F)cc1F	13%	1%	-2%
CNc1cncc(C(=O)O)c1	18%	-1%	-2%

New compounds follow
SMILES	FEN1 inhibitor	N370S GC mod	TDP1 inh
CSc1ncccc1C(=O)OCC(=O)c1cc(C)n(C)c1C	-2%	.	4%
Cc1ccc(S(=O)(=O)NCCC(=O)N(C)Cc2cccs2)cc1	-3%	.	1%
O=C(CCc1ccccc1)NNC(=O)Nc1ccccc1	5%	?	-3%
C=C(C(=O)O)C(CCCCCC)C(=O)O (stereo not given)	-16%	8%	1%
Cc1ccc(NC(C)C(=O)N/N=C/c2c[nH]c3ccccc23)cc1 (stereo not given)	0%	10%	7%
O=C(CN(C(=O)CCC(=O)Nc1nccs1)c1ccccc1F)NCc1ccc(F)cc1	-2%	-17%	0%
O=C(c1ccc(C(=O)N2CCN(c3ccccc3F)CC2)nc1)N1CCN(c2ccccc2F)CC1	14%	5%	-1%
O=C(CS(=O)(=O)Cc1ccccc1)NCc1ccc2c(c1)OCO2	-2%	9%	7%
Cc1ccc(C(=O)Oc2cccnc2)cc1[N+](=O)[O-]	-3%	2%	5%
CCOc1cc(N2CCOCC2)c(OCC)cc1NC(=O)COc1cccc(Cl)c1	2%	-18%	12%
CCOc1ccc(NC(=O)CSc2nnc(C)n2Cc2ccccc2)cc1	-3%	-3%	0%
CC(C)c1ccc(S(=O)(=O)N2CCN(Cc3cccc(F)c3)CC2)cc1	-2%	.	0%
O=C(O)c1ccc(NC(=O)c2ccc(Br)c(S(=O)(=O)N3CCCC3)c2)cc1	-9%	.	4%[12.3 µM]
O=C(NCc1cccc(F)c1)C1CCC(=O)N(C2CC2)C1 (stereo not given)	2%	-1%	2%
COCCCNC(=O)CCc1c(C)nc2cc(-c3ccc(Cl)cc3)nn2c1C	-7%	.	2%
Cc1ccc(NC(=O)CCc2c(C)nn(-c3ccc(N4CCCCC4)nn3)c2C)cc1	13%	-1%	6%
CC(C)(CNC(=O)c1cc2ccccc2o1)N1CCOCC1	8%	-28%	-3%
CC(C)c1ccc(S(=O)(=O)N2CCN(CC(=O)c3ccc(O)c(O)c3)CC2)cc1	.	-21%	4%
Cn1c(CCC(N)=O)nnc1SCC(=O)Nc1ccccc1C(=O)NC1CC1	-2%	.	-6%
O=C(COc1ccccc1F)N1CCCc2ccccc21	-9%	-21%	.
CC(C)(C)C(=O)C(Oc1cccc2nonc12)n1cncn1 (stereo not given)	-2%	-6%	3%
Cc1cc2c(nn1)CCc1nonc1-2	10%	1%	-2%
CC1=C(C(N)=O)C(c2ccc(Cl)c(Cl)c2)n2ncnc2N1 (stereo not given)	17%	1%	.
Cc1cc([N+](=O)[O-])cnc1Sc1nccn1C	24%	-2%	-3%
Cc1nnc(SCC(=O)NNC(=O)c2ccc(F)cc2)n1Cc1ccccc1	-2%	.	1%
Cc1ccccc1C(=O)Nc1nnc(S(=O)(=O)N2CCc3ccccc32)s1	8%	.	4%
Cc1cc(C)nc(N/N=C/c2c(CO)cnc(C)c2O)n1	-5%	-1%	4%[0.0935 µM]
CC(=O)c1ccc(OCCCCOc2ccc(C(C)=O)cc2)cc1	-2%	-2%	.
CCOC(=O)Cn1c(=O)n(Cc2ccc(OC)cc2)c(=O)c2cccnc21	-3%	-13%	.
Cc1cccc(C(=O)O[C@@H]2[C@H](Cc3ccccc3)NS(=O)(=O)[C@H]3C[C@@H]4C=C[C@]23O4)c1	-14%	.	0%
O=C(Nc1ccc(-c2cc(C(F)(F)F)nn2-c2ccccc2)cc1)c1cccc(F)c1	-24%	.	-2%
Cn1c(=O)c2sccc2n(Cc2ccccc2)c1=O	-1%	8%	.
CCCCN(CC)CCNC(=O)CCC(=O)Nc1ccc2nc(N3CCN(C)CC3)cc(C)c2c1	-16%	?	3%
CC1CCN(c2[nH]c(=S)c(C#N)c3c2CCCC3)CC1	13%	10%	1%
C/C(=N\NS(=O)(=O)c1ccc(C)cc1)c1ccc(Br)s1	-4%	7%	-2%
C=CCNC(=O)CSc1nnc(-c2ccncc2)n1CCc1ccccc1	0%	24%	-2%
Cc1nn(C)c(N)c1C(O)(c1nccn1C)C(F)(F)F (stereo not given)	7%	10%[2.35 µM]	3%
COc1ccc(NC(=O)c2c(NCc3ccc(C)o3)sc3c2CCC(C)C3)c(OC)c1 (stereo not given)	-27%	.	9%
Cc1ccc(Cn2nnc3c(=O)[nH]c(C4CCCN(S(=O)(=O)c5ccccc5F)C4)nc32)cc1 (stereo not given)	7%	-9%	.
COC(=O)c1c(-c2ccc(Cl)cc2)noc1N1CCN(c2ccccc2OC)CC1	-6%	.	5%
Cc1ccc(C)c(NC(=O)c2cnc3sc(N4CCOCC4)nn3c2=O)c1	15%	.	3%
COc1ccc(CC(=O)N/N=C/c2cccs2)cc1OC	-16%	1%	.
COc1ccc([N+](=O)[O-])cc1-c1nc2ccccc2nc1-c1ccccc1	9%	8%	.
O=C(CN1CCc2ccccc2C1)Nc1ccc(F)cc1	2%	-24%	.
O=C(O)C1CCCN(CCC=C(c2ccccc2)c2ccccc2)C1 (stereo not given)	17%	-3%&-9%	-2%[56.1 µM]
O=C(O)c1ccc(COCC(F)(F)F)cc1	-7%	0%	2%
Cc1ccc(/C(N)=N/OC(=O)C23CC4CC(CC(C4)C2)C3)cc1	-9%	13%	-6%
Cc1cn(S(=O)(=O)c2ccccc2[N+](=O)[O-])cn1	4%	-2%	-4%
